# MEKK2 mut-MEK5: signal of MEK5 binding to mutant human MEKK2 PB1 domain. bead flow cytometry, Alexa488-MEK5 binding to MEKK2 mutant. percent response, % at 10 µM. 290,000 compounds, 0.35% hits. AID 1530; in the data active means percent response above about 24%, passing the limit was not always enough; further: inactives centre near 1; some results filed as inactive read as strong as hits; reference of the scale not given here
# NALP1 inh: NALP1 inhibition. 280,000 compounds, 0.61% hits. inhibition, % at 10 µM. S. cerevisiae NALP1/ASC/caspase-1 growth, X-gal OD620, 72 h; in the data active means inhibition mostly above about 24%, no sharp cut-off; inactive means mostly below about 32%; further: some compounds called inactive have numbers as strong as hits
# UBC9 SUMO inh: SUMOylation inhibition. P63279. 290,000 compounds, 0.36% hits. inhibition, % at 35 µM. AID 2006. HTRF SUMOylation assay, SAE1/SAE2 + UBC9, in vitro; in the data active means inhibition above about 50%, passing the limit was not always enough; further: strong numbers were not always called active
# Target sequence (P63279 whole entry, looked up): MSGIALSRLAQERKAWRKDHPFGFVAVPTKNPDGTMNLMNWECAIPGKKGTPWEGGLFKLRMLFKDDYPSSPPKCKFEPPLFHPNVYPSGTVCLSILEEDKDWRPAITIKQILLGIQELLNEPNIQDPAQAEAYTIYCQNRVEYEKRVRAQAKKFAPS
# MEKK2 WT-MEK5: raises or lowers MEK5 binding to wildtype human MEKK2 PB1 domain; bead flow cytometry, Alexa488-MEK5 binding to MEKK2 WT; actives lie on both sides; 290,000 compounds, 1.1% hits; AID 1531; Q9Y2U5; binding response (% of control), % at 10 µM; in the data active means binding response below about 67% or above about 130%
# IDE cell inh: inhibits human insulin-degrading enzyme in HEK cells; FAbetaB cleavage, fluorescence polarization; inhibition, % at 5.59 µM; 320,000 compounds, 0.41% hits;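 active means percent inhibition above the average of all tested compounds plus 3 SD, set per screening campaign, cut at about 16% in these data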;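 further: IDE supplied by intact live HEK cells; FP after avidin binding of uncleaved biotin substrate so inhibition keeps polarization high; 0% = DMSO wells and 100% = 60 µM reference IDE inhibitor Ii1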
# IDE cell activ: activators of human insulin-degrading enzyme in cells | 340,000 compounds, 0.073% hits | activation, % at 5.96 µM | P14735 | HEK cells, FAbeta-B cleavage, fluorescence polarization; 0% vehicle, 100% cell-free pure enzyme wells;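 active means activation above the mean of all tested compounds plus 3 SD, set per screening campaign, cut at about 17% in these data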
# MEKK3 PB1 HTS: raises or lowers MEK5 binding to the human MEKK3 PB1 domain; Q99759; bead-based flow cytometry, Alexa488-MEK5 binding to MEKK3; actives lie on both sides; 0 = blocked by unlabeled MEK5, 100 = vehicle; binding response (% of control), % at 10 µM; 290,000 compounds, 1.4% hits; AID 1529;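 active means binding response more than 3 SD above or below the average of its plate-row segment, actives on both sides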;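 further: Alexa488 bead fluorescence after subtracting the streptavidin-only scavenger bead signal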
# Target sequence (Q99759 whole entry, looked up, the tested form may be a part): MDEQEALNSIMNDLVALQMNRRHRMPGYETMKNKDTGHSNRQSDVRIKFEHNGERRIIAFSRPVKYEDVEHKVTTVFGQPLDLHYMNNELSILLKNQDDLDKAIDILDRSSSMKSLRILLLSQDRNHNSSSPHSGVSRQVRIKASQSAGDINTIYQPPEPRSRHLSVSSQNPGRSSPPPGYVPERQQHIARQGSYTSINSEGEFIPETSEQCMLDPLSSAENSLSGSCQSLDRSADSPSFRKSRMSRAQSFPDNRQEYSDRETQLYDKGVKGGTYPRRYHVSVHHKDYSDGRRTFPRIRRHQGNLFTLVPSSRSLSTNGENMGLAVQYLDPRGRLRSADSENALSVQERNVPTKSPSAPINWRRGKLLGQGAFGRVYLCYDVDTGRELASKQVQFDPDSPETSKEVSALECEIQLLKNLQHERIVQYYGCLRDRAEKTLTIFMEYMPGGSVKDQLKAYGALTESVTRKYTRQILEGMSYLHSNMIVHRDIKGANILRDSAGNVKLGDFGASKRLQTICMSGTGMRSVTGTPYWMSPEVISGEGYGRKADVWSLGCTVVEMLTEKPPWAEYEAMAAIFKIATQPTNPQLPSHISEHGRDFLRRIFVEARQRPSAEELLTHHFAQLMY
# PfM18AAP inh: blocks P. falciparum M18 aspartyl aminopeptidase | recombinant PfM18AAP, H-Glu-NHMec fluorogenic cleavage | inhibition, % at 7.35 µM | 290,000 compounds, 1.2% hits;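 active means inhibition above the campaign mean inhibition over all tested compounds plus 3 SD, cut at about 28% in these data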;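 further: 0% = plate median of test compound wells and 100% = 2 mM ZnCl2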
# p-CIP stab down: p/CIP protein destabilization | F442A p/CIP-EGFP cells, EGFP fluorescence, 16 h | decrease of EGFP signal, % at 10 µM | 290,000 compounds, 0.01% hits;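 active means EGFP signal decrease of at least 30% at 10 µM or well 3 SD below plate mean, unless failing retest; inactive means the rest, including hits failing retest or dose response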; further: some compounds called inactive have numbers as strong as hits; many of its hits are not listed in these tables
# * marks the source's active call; other numbers are inactive results; nt = no result given; & = joins results of further samples; [ ] = another dose, or the depositor's remark. Not all compounds are listed, so the mix of outcomes need not match the whole.
1) COCCCNC(=O)/C=C/c1c(Cl)cccc1Cl
2) COc1ccccc1Nc1cc(C(=O)NC2CCCC2)c2ccccc2n1
3) Cc1cccc(C2c3[nH]c4ccccc4c3CCN2C(=O)c2cc(-c3cccn3C)n[nH]2)n1 (stereo not given)
4) COc1ccc(S(=O)(=O)N(C)CC(=O)Nc2ccccc2SC)cc1
5) Cc1cc(C)n(CCN(C)C(=O)c2cc(COc3c(F)cccc3F)on2)n1
6) COc1ccc(-n2c(=O)c3ccccc3n(CC(=O)NC3CCCCC3)c2=O)cc1
7) COc1ccc(C(=O)CC2OC(=O)c3c2ccc(OC)c3OC)cc1 (stereo not given)
8) O=C(c1cc2nc(-c3ccc(F)cc3)cc(C(F)(F)F)n2n1)N1CCCCC1c1cccnc1 (stereo not given)

assay / compound,1,2,3,4,5,6,7,8
MEKK2 mut-MEK5,-1,-1,-15,-2,7,4,11,0
NALP1 inh,30,-4,-5,11,3,10,12,-1
UBC9 SUMO inh,4,11,1,-16,-11,-4,7,12
MEKK2 WT-MEK5,94,98,75,101,101,121,115,102
IDE cell inh,1,-3,0,7,2,15,2,-2
IDE cell activ,6,9,-1,2,-3,2,5,-3
MEKK3 PB1 HTS,96,103,98,97,103,124*,96,113
PfM18AAP inh,-12,-2,-6,-2,4,-6,0,4
p-CIP stab down,4,1,-4,0,3,13,-6,-18

9) CCOc1ccc(NC(=O)CSc2nc(N)c(-c3ccccc3)c(=O)[nH]2)cc1
10) N#CC1=C2SCN(c3ccccc3)CN2C(=O)CC1c1cccs1 (stereo not given)
11) CCNC(=S)N(Cc1cc2c(C)ccc(C)c2[nH]c1=O)C1CCCC1
12) CCCCS(=O)(=O)Nc1ccc(Cc2ccncc2)cc1
13) O=c1n(-c2ccc(Br)cc2)cnn1-c1ncccc1[N+](=O)[O-]
14) Cc1ccc(CNC(=O)CCS(=O)(=O)c2ccc3c(c2)NC(=O)C(C)S3)cc1 (stereo not given)
15) COc1cc(CO)cc(Br)c1OCC(=O)N1CCCCC1
16) O=C(NC(Cc1ccccc1)C(=O)O)/C(=C\c1ccccc1F)NC(=O)c1ccccc1 (stereo not given)

assay / compound,9,10,11,12,13,14,15,16
MEKK2 mut-MEK5,1,-12,-14,6,-2,7,3,-1
NALP1 inh,-6,10,3,16,4,14,0,10
UBC9 SUMO inh,10,40,8,0,13,-4,8,5
MEKK2 WT-MEK5,109,90,90,104,99,105,103,98
IDE cell inh,-1,1,1,-3,-4,-2,6,0
IDE cell activ,0,-8,6,1,-1,3,6,6
MEKK3 PB1 HTS,109,97,97,99,97,104,100,99
PfM18AAP inh,-7,37*,-5,-6,-11,-2,-5,-5
p-CIP stab down,-20,-3,-5,-1,-1,2,-3,-10

17) CC12CCCCC1N(O)C(=O)C(=O)N2O (stereo not given)
18) O=C(NCC1CCCO1)c1sc(=S)n2c1[nH]c(=O)c1ccc(C(=O)N3CCCCC3)cc12 (stereo not given)
19) Cc1cccc(NC(=O)c2c(O)c3cccc4c3n(c2=O)CCC4)n1
20) Cc1ccc(NC(=S)Nc2ccc(OC(F)F)c(Cl)c2)cc1F
21) COc1ccc(N(C)S(=O)(=O)c2cccc3nsnc23)cc1
22) O=C(CCC1CCCCC1)N1CCN(Cc2ccc3c(c2)OCO3)CC1
23) Cc1cc(N2C(=O)C(O)=C(C(=O)c3ccco3)C2c2cccc(Oc3ccccc3)c2)no1 (stereo not given)
24) CCc1ccc(NS(=O)(=O)c2ccc(OC)c(C)c2)cc1

assay / compound,17,18,19,20,21,22,23,24
MEKK2 mut-MEK5,1,4,3,1,-5,2,-24,-8
NALP1 inh,6,-15,24,9,-8,53,16,12
UBC9 SUMO inh,-7,10,2,-2,7,-2,12,-19
MEKK2 WT-MEK5,100,106,102,118,94,103,83,91
IDE cell inh,-1,9,nt,5,-2,6,0,0
IDE cell activ,1,5,nt,2,6,-2,3,3
MEKK3 PB1 HTS,97,101,102,99,100,104,76,91
PfM18AAP inh,-8,11,-1,4,-9,2,6,-3
p-CIP stab down,5,-7,0,19,5,-14,-15,-1

# Some entries already given, limited to PfM18AAP inh:
cpd	Compound	PfM18AAP inh
6	COc1ccc(-n2c(=O)c3ccccc3n(CC(=O)NC3CCCCC3)c2=O)cc1	-6
7	COc1ccc(C(=O)CC2OC(=O)c3c2ccc(OC)c3OC)cc1 (stereo not given)	0

# The listing continues:
25) COc1ccc(OCC(NS(=O)(=O)c2ccc(-n3cnnn3)cc2)C(C)C)cc1 (stereo not given)
26) COc1cc(/C=N/NC(=O)Cc2cccs2)c([N+](=O)[O-])cc1OC
27) Cc1ccc(C)c(NC(=O)c2cc3c([nH]c4ccccc43)c(C)n2)c1
28) CC(=O)N(c1cccc(C(F)(F)F)c1)c1nc(/C=C/C(=O)O)cs1
29) O=C(Cn1nnc(-c2ccncc2)n1)NCCc1ccccc1
30) O=C(c1ccco1)N1CCN(C(c2cccs2)c2sc3ncnn3c2O)CC1 (stereo not given)
31) O=C(Nc1ccc(N2CCOCC2)c(Cl)c1)c1ccc2c(c1)OCCO2
32) COc1ccc(Cc2nnc(NC(=O)CS(=O)(=O)Cc3ccccc3)s2)cc1

assay / compound,25,26,27,28,29,30,31,32
MEKK2 mut-MEK5,2,1,2,12,-6,2,0,6
NALP1 inh,9,22,17,nt,3,1,-3,5
UBC9 SUMO inh,nt,1,-4,0,-11,22,10,1
MEKK2 WT-MEK5,106,103,98,113,95,97,99,109
IDE cell inh,4,-6,4,1,4,2,6,0
IDE cell activ,2,2,2,4,3,-4,4,4
MEKK3 PB1 HTS,106,105,99,104,90,92,101,102
PfM18AAP inh,-5,11,-6,-15,4,9,1,1
p-CIP stab down,-9,-15,-8,-9,-100,2,-20,4

# Values in list order from the list:
# Compounds 7–14 in MEKK2 mut-MEK5: 11, 0, 1, -12, -14, 6, -2, 7

# 7 compounds out of the list above, arranged by the number in MEKK2 WT-MEK5, descending.
nr	canonical_smiles	MEKK2 WT-MEK5
28	CC(=O)N(c1cccc(C(F)(F)F)c1)c1nc(/C=C/C(=O)O)cs1	113
32	COc1ccc(Cc2nnc(NC(=O)CS(=O)(=O)Cc3ccccc3)s2)cc1	109
25	COc1ccc(OCC(NS(=O)(=O)c2ccc(-n3cnnn3)cc2)C(C)C)cc1 (stereo not given)	106
26	COc1cc(/C=N/NC(=O)Cc2cccs2)c([N+](=O)[O-])cc1OC	103
31	O=C(Nc1ccc(N2CCOCC2)c(Cl)c1)c1ccc2c(c1)OCCO2	99
27	Cc1ccc(C)c(NC(=O)c2cc3c([nH]c4ccccc43)c(C)n2)c1	98
29	O=C(Cn1nnc(-c2ccncc2)n1)NCCc1ccccc1	95

# Next section
33) COc1ccc(CCN2CC(O)=C(c3nc4ccccc4c(=O)[nH]3)C2=N)cc1OC
34) Cc1ccc(CNS(=O)(=O)c2ccc(CN3C(=O)c4cccnc4C3=O)s2)o1
35) Cc1cccc(C)c1NC(=S)N=Nc1c(O)n(C)c2ccc(S(=O)(=O)N3CCOCC3)cc12
36) COc1ccc2no[n+]([O-])c2c1
37) CCC(=O)N[C@@H]1CC(C(C)(C)NC(=O)CC)CC=C1C (stereo not given in full)
38) CO/N=C(\C(=O)N[C@@H]1C(=O)N2C(C(=O)O)=C(COC(C)=O)CS[C@H]12)c1csc(N)n1 (stereo in doubt)
39) CC1CN(c2ncnc3c2cnn3-c2ccc(Cl)cc2)CC(C)O1 (stereo not given)
40) Cc1cc(C(=O)CS(=O)(=O)c2ccc(Cl)cc2)cc(C)c1O

assay / compound,33,34,35,36,37,38,39,40
MEKK2 mut-MEK5,0,0,-6,-24,-21,2,3,1
NALP1 inh,7,14,2,2,-15,-2,20,4
UBC9 SUMO inh,6,-12,10,-7,8,-18,-10,-3
MEKK2 WT-MEK5,93,99,92,96,1.0*[inhibitor],92,117,96
IDE cell inh,10,3,-5,-7,7,-1&5&3,3,5
IDE cell activ,4,5,0,nt,5,-2&7&4,0,3
MEKK3 PB1 HTS,102,99,103,90,2.0*[inhibitor],83,109,97
PfM18AAP inh,0,2,3,12,1,-10,-14,8
p-CIP stab down,-5,-1,2,-76,5,-6,-9,-8

41) CCOc1ccc(NC(=O)c2ccc(N3CC4CC(C3)c3cccc(=O)n3C4)c(NC(=O)c3cccnc3)c2)cc1 (stereo not given)
42) COc1ccc(CC(=O)N/N=C(\C)CC(=O)Nc2ccc3c(c2)OCCO3)cc1
43) CN(CC(=O)Nc1ccc(F)c(F)c1F)C(=O)CN1C(=O)C2CCCCC2C1=O (stereo not given)
44) Cc1ccc(O)c(C(CC(=O)NC2CCCCC2)c2ccccc2)c1 (stereo not given)
45) OCCN(CCO)CC(O)COCCC12CC3CC(CC(C3)C1)C2 (stereo not given)
46) O=c1[nH]c(CSc2nnc(-c3ccncc3)n2Cc2ccco2)nc2ccccc12
47) CCOc1cc(C(c2c(C)[nH][nH]c2=O)c2c(C)[nH][nH]c2=O)ccc1OS(=O)(=O)c1ccccc1
48) CC(=O)Nc1ccc(S(=O)(=O)Nc2nc3ccccc3nc2Nc2ccccc2)cc1

assay / compound,41,42,43,44,45,46,47,48
MEKK2 mut-MEK5,-1,0,4,-3,3,-5,9,-1
NALP1 inh,14,4,12,8,-2,8,5,nt
UBC9 SUMO inh,12,-8,-8,-9,27,-27,-50,-1
MEKK2 WT-MEK5,101,95,105,103,109,95,106,92
IDE cell inh,5,8,1,1,1,-1,2,5
IDE cell activ,-6,-8,6,nt,-3,-3,-2,2
MEKK3 PB1 HTS,98,99,100,110,104,97,110,83
PfM18AAP inh,2,0,4,1,-2,1,7,-4
p-CIP stab down,-9,-16,-15,1,-13,-1,-10,-8

49) Cc1cc(C=O)c(C)n1-c1ccc(N2CCOCC2)c([N+](=O)[O-])c1
50) CCOC(=O)C1=C(O)CSC1=Nc1cccc(Cl)c1
51) Cc1[nH]c(=O)cc2ccccc12
52) COc1ccc(CN(C(=O)c2cc(=O)c3ccccc3o2)C2CCS(=O)(=O)C2)cc1 (stereo not given)
53) CC(=O)c1ccc(N2CCN(c3ncccn3)CC2)cc1
54) CCOc1ccc(NCC(=O)c2ccc(C)cc2)cc1
55) COc1ccc(NC(=O)N2CCCc3ccccc32)cc1
56) CCOC(=O)N1CCC(N(CCOC)C(=S)Nc2cccc(SC)c2)CC1

assay / compound,49,50,51,52,53,54,55,56
MEKK2 mut-MEK5,-4,3,5,3,-4,6,1,-10
NALP1 inh,10,0,-11,-15,26,2,-1,1
UBC9 SUMO inh,-2,-7,-14,7,-2,9,-13,9
MEKK2 WT-MEK5,95,102,108,103,99,103,95,87
IDE cell inh,0,-1,0,0,1,3,5,3
IDE cell activ,3,4,-1,9,2,-1,-3,3
MEKK3 PB1 HTS,99,96,106,105,102,104,98,89
PfM18AAP inh,5,-24,-7,-4,1,-1,-2,-3
p-CIP stab down,-8,2,-13,2,7,4,6,16

57) COc1ccc(Cc2nnc(Nc3ccc4c(c3)OCCO4)[nH]c2=O)cc1
58) CC(C)(C)c1csc(NC(=O)c2cccnc2)n1
59) CCOCCCn1c(SCC(=O)NCc2ccc3c(c2)OCO3)nc2ccccc2c1=O
60) Cc1cc2nc(SCC(=O)N(C)C)c3c(c2cc1C)CCCC3

assay / compound,57,58,59,60
MEKK2 mut-MEK5,-8,3,-4,4
NALP1 inh,-5,20,-26,-24
UBC9 SUMO inh,-3,-2,-6,1
MEKK2 WT-MEK5,89,106,97,100
IDE cell inh,1,nt,0,6
IDE cell activ,-2,-1,0,3
MEKK3 PB1 HTS,96,100,101,107
PfM18AAP inh,1,2,-6,-2
p-CIP stab down,6,-10,5,4

# High-throughput results from PubChem BioAssay.
